# Screens: PubChem, The Scripps Research Institute Molecular Screening Center
# PAD4 FP inh – human PAD4 inhibitors, primary screen, biochemical, fluorescence polarization, 1536-well format; Protein-arginine deiminase type-4 (Homo sapiens), Q9UM07; recombinant PAD4, RCA probe fluorescence polarization; inhibition, % at 6.36 µM; hit rate 0.41% among 330,000; AID 485272, 2010;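 active = percent inhibition above a cutoff equal to the mean of all tested compounds plus 3 SD, cut at about 15% in these data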;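 note: 0% = PAD4 with RCA probe and DMSO and 100% = probe without PAD4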
# Target sequence (Q9UM07 whole entry, looked up): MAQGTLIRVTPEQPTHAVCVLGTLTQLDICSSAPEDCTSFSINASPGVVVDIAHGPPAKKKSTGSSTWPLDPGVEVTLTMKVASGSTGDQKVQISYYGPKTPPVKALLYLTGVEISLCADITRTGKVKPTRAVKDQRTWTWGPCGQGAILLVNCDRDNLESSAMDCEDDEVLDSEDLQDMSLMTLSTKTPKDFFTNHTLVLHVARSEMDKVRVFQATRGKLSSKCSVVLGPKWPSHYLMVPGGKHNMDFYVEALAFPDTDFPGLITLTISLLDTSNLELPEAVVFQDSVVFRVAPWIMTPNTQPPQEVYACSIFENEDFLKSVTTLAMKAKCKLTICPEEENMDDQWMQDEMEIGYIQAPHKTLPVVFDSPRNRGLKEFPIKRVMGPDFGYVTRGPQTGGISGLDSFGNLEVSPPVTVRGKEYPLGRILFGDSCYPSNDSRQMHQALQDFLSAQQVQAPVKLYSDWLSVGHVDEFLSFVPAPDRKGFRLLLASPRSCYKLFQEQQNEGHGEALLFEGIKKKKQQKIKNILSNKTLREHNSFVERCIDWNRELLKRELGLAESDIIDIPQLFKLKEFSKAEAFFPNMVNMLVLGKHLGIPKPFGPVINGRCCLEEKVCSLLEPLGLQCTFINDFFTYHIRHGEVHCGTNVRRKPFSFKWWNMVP
# PAFAH1B2 FP inh – PAFAH1B2 enzyme inhibitors, primary screen, biochemical, fluorescence polarization, human. hit rate 1.2% among 340,000. recombinant PAFAH1B2, FP-rhodamine activity probe. inhibition, % at 3.39 µM. AID 492953, 2010;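 active = inhibition above the mean of all tested compounds plus 3 SD, cut at about 24% in these data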;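 note: 0% = enzyme with DMSO and 100% = wells lacking PAFAH1B2; many of its hits are not listed in these tables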
# LYPLA2 counter – LYPLA2 inhibitors, primary screen, counter-screen for PME1 inhibitor project, biochemical, fluorescence polarization, FP-Rh probe ABPP; Acyl-protein thioesterase 2 (Homo sapiens), O95372; recombinant LYPLA2; inhibition, % at 5.9 µM; hit rate 0.38% among 320,000; AID 2177, 2009;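 active = inhibition above the screen-wide mean plus 3 SD, limit set per campaign, cut at about 26% in these data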;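 note: 0% = LYPLA2 with DMSO and 100% = wells lacking LYPLA2 enzyme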
# Target sequence (O95372 whole entry, looked up): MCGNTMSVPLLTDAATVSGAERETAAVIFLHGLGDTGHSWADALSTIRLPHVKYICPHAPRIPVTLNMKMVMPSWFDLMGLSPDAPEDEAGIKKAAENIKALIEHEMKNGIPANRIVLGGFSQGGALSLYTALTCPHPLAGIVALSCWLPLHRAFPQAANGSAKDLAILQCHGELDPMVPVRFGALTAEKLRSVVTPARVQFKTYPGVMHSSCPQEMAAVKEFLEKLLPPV
# GSTO1 inh – inhibitors of recombinant GSTO1, primary screen, counter-screen for RBBP9 inhibitor project, biochemical, fluorescence polarization; inhibition, % at 5.96 µM; Glutathione S-transferase omega-1 (Homo sapiens), P78417; hit rate 1.1% among 300,000; activity-based probe fluorescence polarization;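 active = inhibition above the campaign mean inhibition plus 3 SD, cut at about 35% in these data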;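 note: 0% = GSTO1-1 with DMSO and 100% = wells lacking GSTO1-1 enzyme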
# PREPL inhibitor – PREPL enzyme inhibitors, primary screen, biochemical, fluorescence polarization. Prolyl endopeptidase-like (Homo sapiens), Q4J6C6. hit rate 0.68% among 320,000. recombinant PREPL, fluorescence polarization activity-based probe. inhibition, % at 5.96 µM; in the data active = inhibition above about 43%;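 note: 0% = enzyme with DMSO and 100% = wells lacking enzyme; many of its hits are not listed in these tables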
# PAFAH1B3 inh – PAFAH1B3 enzyme inhibitors, primary screen, biochemical, fluorescence polarization, human. Platelet-activating factor acetylhydrolase IB subunit alpha1 (Homo sapiens), Q15102. recombinant PAFAH1B3, FP-rhodamine probe. inhibition, % at 3.39 µM. hit rate 0.28% among 340,000. AID 492972, 2010;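 active = inhibition above the screen-wide average of all tested compounds plus 3 SD, cut at about 25% in these data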;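 note: 0% = enzyme with DMSO only and 100% = wells lacking PAFAH1B3 protein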
# pPAFAH FP inh – pPAFAH enzyme inhibitors, primary screen, biochemical, fluorescence polarization, human; inhibition, % at 3.39 µM; hit rate 1.5% among 330,000; recombinant pPAFAH, FP-rhodamine probe fluorescence polarization; Platelet-activating factor acetylhydrolase (Homo sapiens), Q13093;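 active = inhibition above the mean inhibition across the screen plus 3 SD, cut at about 25% in these data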;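 note: inhibitors block binding of the rhodamine activity-based probe so polarization drops; 0% = enzyme with DMSO and 100% = wells lacking pPAFAH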
# PAFAH2 inh – PAFAH2 enzyme inhibitors, primary screen, biochemical, fluorescence polarization, human | inhibition, % at 3.39 µM | recombinant PAFAH2, FP-rhodamine activity probe | AID 492956, 2010 | hit rate 0.99% among 340,000 | Platelet-activating factor acetylhydrolase 2, cytoplasmic (Homo sapiens), Q99487;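 active = inhibition above the mean over all tested compounds plus 3 SD, cut at about 30% in these data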;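 note: inhibitors block probe labeling of enzyme so polarization drops; 0% = enzyme with DMSO and 100% = wells lacking PAFAH2 protein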
# LYPLA1 counter – LYPLA1 inhibitors, primary screen, counter-screen for PME1 inhibitor project, biochemical, fluorescence polarization, FP-Rh probe ABPP; Acyl-protein thioesterase 1 (Homo sapiens), O75608; recombinant LYPLA1; inhibition, % at 5.9 µM; hit rate 0.16% among 320,000;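 active = inhibition above the mean of all tested compounds plus 3 SD, set per campaign, cut at about 14% in these data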;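 note: inhibitors block serine hydrolase probe labeling of LYPLA1 so polarization falls; 0% = enzyme with DMSO and 100% = wells lacking LYPLA1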
# * marks the source's active call; other numbers are inactive results; . = no result given. This is a subset; count on the stated rates, not on these rows.
SMILES,PAD4 FP inh,PAFAH1B2 FP inh,LYPLA2 counter,GSTO1 inh,PREPL inhibitor,PAFAH1B3 inh,pPAFAH FP inh,PAFAH2 inh,LYPLA1 counter
CCN(CC)C(=O)C1CCCN(Cc2ccc(OC)c(C)c2C)C1 (centres undefined),-2,5,9,-1,27,1,5,-2,4
Cc1ccc(S(=O)(=O)NCc2cn3ccsc3n2)c(C)c1,-8,9,2,3,9,-2,4,-3,0
O=C(Nc1cccc2ccccc12)/C(Cl)=C/c1ccccc1,-8,-2,-4,3,0,-7,-3,-1,-7
Cc1nc(NC(=O)CSc2nnc(C3CC3)n2C)sc1C(=O)N(C)C,-5,-2,1,-5,9,4,3,0,3
Cc1cc(C)c(C#N)c(SCS(=O)c2ccc(C(C)(C)C)cc2)n1 (centres undefined),-2,5,-3,1,7,6,2,6,-2
CCN1CCN(CC(=O)Nc2cc(F)ccc2C)CC1,-1,2,3,1,1,8,5,5,3
O=C(O)CCn1nc(-c2ccc(F)cc2)cc(Cc2ccccc2)c1=O,1,3,1,0,-10,9,9,-2,1
CN1CCN(S(=O)(=O)c2ccc(Sc3nnc(-c4cccs4)n3-c3ccccc3)nc2)CC1,-3,33*,4,2,9,0,4,-1,3
C=CCN1C(=O)C(O)(CC(=O)c2ccccc2)c2ccccc21 (centres undefined),-7,0,1,3,-4,-2,4,10,1
COc1cccc2c(=O)n(CC(=O)Nc3ccccc3F)ccc12,3,1,1,1,3,-4,3,4,2
COc1ccc(C(NC(=O)CN2CCCCCC2)c2ccc(OC)cc2)cc1,2,3,-5,7,7,4,12,-6,-3
COc1cc(NC(=O)c2cccc(C)c2)c(OC)cc1NC(=O)CN1CCCCC1,-5,1,2,8,14,0,7,-1,-3
CCC(C)n1cnc2c(c1=O)c1nc3ccccc3nc1n2-c1ccc2c(c1)OCCO2 (centres undefined),0,-1,-3,-6,0,-5,0,-4,-1
COc1cc(NC(=O)c2cc(-c3ccccc3Cl)on2)cc(OC)c1OC,2,6,-6,-10,30,8,10,8,4
COc1ccc(OCCOC(=O)CNC(=O)c2cccc(C)c2)cc1,-5,6,-5,6,1,5,2,6,-4

# Some of these compounds in order of their number in pPAFAH FP inh, rising.
SMILES	pPAFAH FP inh
CCC(C)n1cnc2c(c1=O)c1nc3ccccc3nc1n2-c1ccc2c(c1)OCCO2 (centres undefined)	0
COc1ccc(OCCOC(=O)CNC(=O)c2cccc(C)c2)cc1	2
CN1CCN(S(=O)(=O)c2ccc(Sc3nnc(-c4cccs4)n3-c3ccccc3)nc2)CC1	4

# Reprinted at random: 2 records from the list.
SMILES,PAD4 FP inh,PAFAH1B2 FP inh,LYPLA2 counter,GSTO1 inh,PREPL inhibitor,PAFAH1B3 inh,pPAFAH FP inh,PAFAH2 inh,LYPLA1 counter
CCC(C)n1cnc2c(c1=O)c1nc3ccccc3nc1n2-c1ccc2c(c1)OCCO2 (centres undefined),0,-1,-3,-6,0,-5,0,-4,-1
CCN1CCN(CC(=O)Nc2cc(F)ccc2C)CC1,-1,2,3,1,1,8,5,5,3

# Profiles from above. Order of screens: PAD4 FP inh	PAFAH1B2 FP inh	LYPLA2 counter	GSTO1 inh	PREPL inhibitor	PAFAH1B3 inh	pPAFAH FP inh	PAFAH2 inh	LYPLA1 counter
# Cc1cc(C)c(C#N)c(SCS(=O)c2ccc(C(C)(C)C)cc2)n1 (centres undefined) reads -2	5	-3	1	7	6	2	6	-2
# COc1cccc2c(=O)n(CC(=O)Nc3ccccc3F)ccc12 reads 3	1	1	1	3	-4	3	4	2
# CCC(C)n1cnc2c(c1=O)c1nc3ccccc3nc1n2-c1ccc2c(c1)OCCO2 (centres undefined) reads 0	-1	-3	-6	0	-5	0	-4	-1
# CCN(CC)C(=O)C1CCCN(Cc2ccc(OC)c(C)c2C)C1 (centres undefined) reads -2	5	9	-1	27	1	5	-2	4

# Going on with the list:
SMILES,PAD4 FP inh,PAFAH1B2 FP inh,LYPLA2 counter,GSTO1 inh,PREPL inhibitor,PAFAH1B3 inh,pPAFAH FP inh,PAFAH2 inh,LYPLA1 counter
COc1cccc(NC(=S)NCc2ccc(F)cc2)c1,-6,1,4,0,4,3,-9,-7,5
COc1ccccc1NC(=O)N1CCCC1C(=O)NCC1CCCO1 (centres undefined),11,-6,2,13,3,17,-1,-4,3
Cc1ccc(Sc2c([N+](=O)[O-])c(=O)n(C)c3ccccc23)cc1,5,6,-5,-4,6,3,-4,4,-3
Nc1ccc(N2CCOCC2)c(Cl)c1,-2,-5,12,5,10,1,1,4,3
O=C(COc1ccc(S(=O)(=O)N2CCCC2)cc1)NCc1cccnc1,8,4,-7,5,2,4,3,-2,-2
COc1ccc(CNc2ncc(-c3ccccc3)n2C)c2ccccc12,1,5,3,4,7,0,5,-4,-4
Cc1ccc(Cn2c(SCCN3CCCCC3)nc3c2c(=O)[nH]c(=O)n3C)cc1,-2,-1,-1,10,-1,1,-1,5,-1
Cc1ccc(S(=O)(=O)Nc2ccccc2/C=N/c2nc3ccccc3n2C(C)C)cc1,-2,4,1,-6,-14,12,0,7,0
CCCc1nnc(SCC(=O)Nc2ccc3c(c2)OCCO3)n1CCOC,-2,0,6,2,5,1,2,4,-2
CCNC(=S)NNC(=O)Cn1c(=O)c2c(ncn2CCOC)n(Cc2ccccc2)c1=O,1,-4,-10,1,-3,0,3,1,41*
Cc1nn(Cc2ccccc2Cl)c(Cl)c1/C=C/C(=O)OCC(=O)NC(N)=O,0,8,9,12,-4,-3,2,5,-2
CSc1ccc(S(=O)(=O)NCC(=O)OCC(=O)NCC2CCCO2)cc1[N+](=O)[O-] (centres undefined),0,7,1,1,14,4,5,3,2
CC1CCN(C(=O)C2CCN(CCCc3ccccc3)CC2)CC1,2,.,10,0,34,.,3,.,7
O=C(COc1ccc(-c2nnc(N3CCCCC3)c3ccccc23)cc1)N1CCCCC1,2,1,7,-2,-5,8,2,3,3
Cc1cc(C)nc(/N=C(\N)Nc2cc([N+](=O)[O-])ccc2C)n1,-1,4,-1,2,-2,3,5,-3,0
COc1ccccc1CNCC(=O)Nc1ccccc1-n1cccc1,3,1,-4,23,17,3,1,0,-6
O=C(Nc1csc([N+](=O)[O-])c1)Nc1ccccc1Cl,-2,6,-1,-1,12,14,-2,1,-2
CCCOc1ccc(CN(CCC#N)C(=S)NC(=O)c2ccccc2)cc1,-1,3,6,6,11,5,2,0,1
CC(=O)c1c(C)nc2ccc(Cl)cn12,0,2,1,6,-4,-3,4,0,0
Cc1cc(CSc2ccccc2)ccc1NC(=O)c1ccc(C)c([N+](=O)[O-])c1,-1,3,-3,-2,1,7,-6,-2,-2
COc1ccc(NC(=O)NC2CCCc3ccccc32)cc1OC (centres undefined),-2,-1,0,1,-6,11,5,14,6
O=C(Nc1nccs1)c1ncc(Cl)c(Cl)c1Cl,-3,1,5,3,-54,1,4,-4,5
CCOC(=O)c1ccccc1NC(=O)COC(=O)CSC(C)C(=O)Nc1cc(C)on1 (centres undefined),5,5,4,1,-7,3,9,3,-3
CN1CCN(NC(=O)c2ccc(Cl)s2)CC1,1,-1,0,-5,-8,-1,6,-2,1
COc1ccccc1NC(=O)CSc1nnc(Cc2cccs2)n1C,0,3,1,3,15,5,1,66*,1
CCNC(=S)NNC(=O)c1csc(CC)c1,-3,-2,1,12,-11,2,-1,6,-1
O=C(COc1ccc(S(=O)(=O)N2CCOCC2)cc1)NC1CCCCC1,5,0,4,.,3,1,1,-2,2
O=C1S/C(=C\c2ccc(N3CCOCC3)o2)C(=O)N1Cc1ccc(F)cc1,4,-4,-2,-2,5,-4,0,-3,-3
O=C(NC1CCCCNC1=O)c1ccccc1 (centres undefined),2,0,1,2,9,8,-3,5,1
COc1ccc(-c2ccnc(SCC(=O)c3ccc(OC)c(OC)c3)n2)cc1,4,1,13,0,-12,-1,20,2,4

# The closing 4 entries of the section before lead into the next:
SMILES,PAD4 FP inh,PAFAH1B2 FP inh,LYPLA2 counter,GSTO1 inh,PREPL inhibitor,PAFAH1B3 inh,pPAFAH FP inh,PAFAH2 inh,LYPLA1 counter
O=C(COc1ccc(S(=O)(=O)N2CCOCC2)cc1)NC1CCCCC1,5,0,4,.,3,1,1,-2,2
O=C1S/C(=C\c2ccc(N3CCOCC3)o2)C(=O)N1Cc1ccc(F)cc1,4,-4,-2,-2,5,-4,0,-3,-3
O=C(NC1CCCCNC1=O)c1ccccc1 (centres undefined),2,0,1,2,9,8,-3,5,1
COc1ccc(-c2ccnc(SCC(=O)c3ccc(OC)c(OC)c3)n2)cc1,4,1,13,0,-12,-1,20,2,4
O=C(O)CSCc1cnn(-c2ccccc2)c1-n1cccc1,3,15,-2,1,-2,7,5,6,1
CCOC(=O)c1c(O)c2ccccc2n(C)c1=O,-2,1,-3,1,-3,6,-1,0,-2
CC(C)C[C@H](NC(=O)c1[nH]cnc1C(=O)N[C@@H](C)C(=O)OC(C)(C)C)C(=O)OCc1ccccc1,1,3,-9,6,-7,-6,7,0,-5
CCc1ccccc1NC(=O)CN(C)C(=O)COC(=O)c1cccnc1Cl,-1,2,.,.,17,5,-2,10,.
COc1ccccc1C(=O)NC(=S)Nc1cccc2cc(O)ccc12,-3,-2,-6,-3,3,-3,7,-3,-6
O=C(NCCN1CCOCC1)C1CCCN(S(=O)(=O)c2ccc(F)cc2)C1 (centres undefined),-1,2,1,2,0,-6,2,11,3
CCN(c1ccccc1)S(=O)(=O)c1ccc(C(=O)Nc2nnc(COC)o2)cc1,-4,15,1,-2,2,7,6,7,0
CCN(CC)CCC(C)OC(c1ccccc1)c1ccccc1 (centres undefined),1,3,20,4,1,5,0,-2,1
CC(C)C1Oc2ccccc2N(CC(=O)N2CCOCC2)C1=O (centres undefined),-1,0,-5,-3,-7,0,3,-7,0
O=C(NC1CCCCCC1)c1c(O)c2ccccc2[nH]c1=O,-5,2,2,1,-2,-5,2,2,0
CN1CCN(CCCC(=O)c2ccc(F)cc2)CC1,-3,2,-5,0,-1,6,-1,-1,2
COc1ccc(CSC2=NCCN2)cc1Br,0,5,-2,4,-2,12,1,4,0
CC1CCN(S(=O)(=O)c2cccc(S(=O)(=O)N3CCOCC3)c2)CC1,1,9,8,7,-1,11,3,3,1
CCCCCn1c(=O)c(C(=O)OCC)c(Cl)c2ccccc21,-1,1,0,-1,-1,2,-1,-6,-2
COCCn1c(C)cc(/C=C(\C#N)C(=O)OCC(=O)N(C)c2c(N)n(Cc3ccccc3)c(=O)[nH]c2=O)c1C,0,0,-1,-2,-1,-3,3,-2,3
COCCn1nnnc1CN(Cc1cc2cc(OC)c(OC)cc2[nH]c1=O)C1CCCC1,0,3,5,-2,6,0,3,3,-5
